Screening data from PubChem.
mIDH1 inhibitor: qHTS for Inhibitors of mutant isocitrate dehydrogenase 1 (IDH1): qHTS; IDH1-R132H enzyme, NADPH consumption, diaphorase/resazurin fluorescence; AID 602179, 2012; 390,000 compounds, 0.093% hits; Potency, µM (doses to about 76.6 µM), without a hit: at the top dose activity change, negative = inhibition, usual class: inhibitors; also: potency is read from the fitted curve at half-maximal effect; % is scaled to controls: 0 for no effect and ±100 for the full control effect; nearly all actives have a fitted effect of over 65% in size
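IDH1-R132H (0.5 ug/mL) preincubated 30 min with compound, then NADPH (0.016 mM) and alpha-KG (2 mM) added; 80 min at RT, pH 7.5. Remaining NADPH coupled via diaphorase/resazurin to fluorescence (540/590 nm); concentration-response curves normalized to no-enzyme control.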
TrxR1 substrate: qHTS Assay for Substrates of Mammalian Selenoprotein Thioredoxin Reductase 1 (TrxR1): qHTS. Thioredoxin reductase 1, cytoplasmic (Rattus norvegicus), O89049. purified TrxR1 substrate turnover, NADPH consumption readout. Potency, µM (doses to about 114 µM), inactives show at the highest dose activity change, negative = substrate turnover. 390,000 compounds, 0.01% hits. AID 588456, 2011; also: potency is read from the fitted curve at half-maximal effect; % is scaled to controls: 0 for no effect and ±100 for the full control effect; nearly all actives have a fitted effect of over 50% in size
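Rat TrxR1, dispensed at 90 nM, was prereduced with 400 uM NADPH (final) for 5 min at ~22 deg C, then incubated with compound 15 min before 400 uM selenite. A first-read NADPH fluorescence drop versus no-compound background flagged substrates.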
TRHR agonist: qHTS for Small Molecule Agonists and Allosteric Enhancers of Human TRH Receptor: Primary Screen for Agonists; activation, % at 2 µM; Thyrotropin-releasing hormone receptor (Homo sapiens), P34981; 360,000 compounds, 0.18% hits; TRHR cells, calcium flux fluo-8, FDSS agonist mode; in the data active = activation above about 30%; also: 0% is about no effect
Target sequence (P34981 whole entry, looked up): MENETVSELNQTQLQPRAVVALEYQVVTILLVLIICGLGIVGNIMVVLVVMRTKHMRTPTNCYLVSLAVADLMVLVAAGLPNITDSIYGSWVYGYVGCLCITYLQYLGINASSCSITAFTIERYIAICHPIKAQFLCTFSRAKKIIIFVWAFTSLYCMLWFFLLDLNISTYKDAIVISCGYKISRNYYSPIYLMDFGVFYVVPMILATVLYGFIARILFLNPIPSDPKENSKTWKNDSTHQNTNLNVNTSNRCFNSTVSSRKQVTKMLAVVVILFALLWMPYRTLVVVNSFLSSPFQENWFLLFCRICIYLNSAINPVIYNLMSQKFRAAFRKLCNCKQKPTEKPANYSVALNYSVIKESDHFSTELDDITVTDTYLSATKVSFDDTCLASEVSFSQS
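Steps: seed TRHR cells overnight; add fluo-8 no-wash Ca dye, RT 30 min–1.5 h; record 10 s baseline; pin-transfer compounds; monitor fluorescence 1 cycle/s for the agonist window. Calcium increases flag candidate agonists.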
D2 antagonist: HTS Assay for Allosteric Antagonists of the Human D2 Dopamine Receptor: Primary Screen for Antagonists | AID 485344, 2010 | 340,000 compounds, 2% hits | HEK293 TREx D2 cells, calcium flux, dopamine EC80 | D(2) dopamine receptor (Homo sapiens), P14416 | inhibition, % at 10 µM; in the data active = inhibition above about 30%; also: 0% is about no effect
Target sequence (P14416 whole entry, looked up): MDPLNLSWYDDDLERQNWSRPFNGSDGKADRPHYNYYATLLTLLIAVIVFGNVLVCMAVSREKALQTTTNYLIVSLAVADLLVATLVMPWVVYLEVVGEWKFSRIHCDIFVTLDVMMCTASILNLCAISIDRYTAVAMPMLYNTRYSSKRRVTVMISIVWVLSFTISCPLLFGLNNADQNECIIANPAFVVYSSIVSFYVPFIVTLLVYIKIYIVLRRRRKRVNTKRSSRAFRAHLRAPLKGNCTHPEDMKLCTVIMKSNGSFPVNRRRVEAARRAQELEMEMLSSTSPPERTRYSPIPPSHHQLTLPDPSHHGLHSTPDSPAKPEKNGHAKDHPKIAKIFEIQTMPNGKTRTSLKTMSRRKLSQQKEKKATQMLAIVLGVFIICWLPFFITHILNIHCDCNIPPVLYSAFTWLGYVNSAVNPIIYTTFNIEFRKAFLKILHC
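Tetracycline-induced HEK293 T-REx cells expressing D2 force-coupled to calcium signalling were dye-loaded, exposed to compound for 180 s, then challenged with an EC80 of dopamine; calcium flux was followed kinetically for a further 180 s.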
USP1-UAF1 inh: Inhibitors of USP1/UAF1: Primary Screen. recombinant USP1/UAF1, Ub-Rhodamine cleavage fluorescence. Potency, µM (titrated, usually from 57.1 µM), inactives show at the top dose activity change, negative = inhibition, most hits filed as inhibitors. 390,000 compounds, 0.23% hits. AID 743255, 2014; also: potency is read from the fitted curve at half-maximal effect; % is scaled to controls: 0 for no effect and ±100 for the full control effect; nearly all actives have a fitted effect of over 60% in size; inactives centre near -12
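In this screen, compounds sit with the deubiquitinase complex (1nM) for 15 min at room temperature before Ub-Rho is added at 150nM final. Fluorescence rise is then followed for 6 reads every 60 seconds.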
TrxR1 inh: qHTS Assay for Inhibitors of Mammalian Selenoprotein Thioredoxin Reductase 1 (TrxR1): qHTS; Thioredoxin reductase 1, cytoplasmic (Rattus norvegicus), O89049; recombinant rTrxR1, NADPH fluorescence consumption, selenite substrate; Potency, µM (doses to about 114 µM), for the others: at the highest dose activity change, negative = inhibition, hits mostly inhibitors; 390,000 compounds, 1% hits; AID 588453, 2011; also: potency is read from the fitted curve at half-maximal effect; % is scaled to controls: 0 for no effect and ±100 for the full control effect; nearly all actives have a fitted effect of over 65% in size
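Rat TrxR1 (90 nM in the dispensed reagent) was pre-reduced with 400 uM NADPH for 5 min at room temperature, then incubated with compound for 15 min. After 400 uM selenite was added, NADPH fluorescence (Ex 340/Em 450 nm) was followed for 8 min.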
Pin1 inhibitor: qHTS Assay to Find Inhibitors of Pin1. Pin1 FP peptide displacement, HiFluor488, 10 min. Peptidyl-prolyl cis-trans isomerase NIMA-interacting 1 (Homo sapiens), Q13526. 390,000 compounds, 0.009% hits. Potency, µM (doses to about 115 µM), without a hit: at the highest dose activity, negative = inhibition, hits mostly inhibitors; active = well fitted inhibition curve with a large enough effect in the polarisation, with a control signal flat, not every such curve was filed as active; inconclusive = small, poorly fitted or top-dose-only effect, or effect the other way, or a change in a side signal; inactive = no such curve, though single readings can be large or run the other way; the % refers to the polarisation; also: potency is read from the fitted curve at half-maximal effect; % is scaled to controls: 0 for no effect and ±100 for the full control effect
Target sequence (Q13526 whole entry, looked up): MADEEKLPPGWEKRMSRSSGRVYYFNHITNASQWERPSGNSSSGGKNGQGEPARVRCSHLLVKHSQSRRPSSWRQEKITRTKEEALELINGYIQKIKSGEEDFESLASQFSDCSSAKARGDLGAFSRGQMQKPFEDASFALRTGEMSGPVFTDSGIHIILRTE
TRHR enhancer: qHTS for Small Molecule Agonists and Allosteric Enhancers of Human TRH Receptor: Primary Screen for Enhancers. Thyrotropin-releasing hormone receptor (Homo sapiens), P34981. TRHR cells, fluo-8 calcium fluorescence, EC20 TRH enhancement. enhancement, % at 2 µM. 360,000 compounds, 0.66% hits; in the data active = enhancement above about 30%; also: 0% is about no effect
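Enhancer read-out: after compound pinning and an initial kinetic agonist-mode read, an EC20 of TRH (10 nM final) was injected and fluo-8 calcium signal (Ex 480/Em 530) followed at 1 s/cycle for 100 cycles in TRHR-expressing cells.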
D2 ag: HTS Assay for Allosteric Agonists of the Human D2 Dopamine Receptor: Primary Screen for Agonists; activation, % at 2 µM; D(2) dopamine receptor (Homo sapiens), P14416; 340,000 compounds, 0.53% hits; HEK293 T-REx D2 cells, calcium flux agonist mode;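 active = activation over 3 SD above normal in the single-dose calcium agonist read, cut at about 30% in these data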; also: 0% is about no effect
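Agonism is scored from calcium flux in a force-coupled, inducible HEK293 cell line expressing D2, read kinetically for 180 s after compound addition against dopamine controls.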
* = called active by the depositor; ? = inconclusive; / = not tested or not shown; [ ] = dose if it differs, or a comment. Unless noted, calls follow the shape of the dose curve; as a rule, active = well fitted inhibition curve with a large enough effect; inconclusive = small, poorly fitted or top-dose-only effect; inactive = no such curve, though single readings can be large or run the other way. An excerpt, so the mix of outcomes need not match the whole.

SMILES	mIDH1 inhibitor	TrxR1 substrate	TRHR agonist	D2 antagonist	USP1-UAF1 inh	TrxR1 inh	Pin1 inhibitor	TRHR enhancer	D2 ag
COc1ccc2[nH]c(=O)c(CN(C(=O)c3cccnc3)c3ccccc3OC)cc2c1	-1%	23%	-0.4	5	8%	?	0%	-2	0.2
Cc1nc([N+](=O)[O-])c(N2CCN(C)CC2)n1Cc1ccccc1	-5%	-2%	0.3	6	-3%	-2%	-8%	3	-1.1
NS(=O)(=O)c1ccc(CCNC(=O)CN2CCN(c3ccc(F)cc3)CC2)cc1	6%	-2%	-0.1	-5	-18%	5%	-3%	13	0.1
FC(F)(F)c1cc(CCN2C(=S)NC[C@@H]2CC2CCCCC2)cc(C(F)(F)F)c1	14%	-2%	0.3	/	?	52%[activator]	?	1	/
CCOC(=O)C(Cc1ccc(NC(C)=O)cc1)N1C(=O)c2ccccc2C1=O (centres undefined)	-8%	2%	-0.1	-17	-13%	4%	0%	3	-0.6
CC1CC(=O)Nc2ccccc2N1C(=O)COc1ccc2ccccc2c1 (centres undefined)	8%	0%	/	/	4%	-1%	-1%	/	/
O=C(Cc1ccccc1)NC(=S)Nc1cc(C(F)(F)F)ccc1Cl	1%	14%[57.1 µM]	3.7	-10	-7%	26%[57.1 µM]	-4%	-3	0.5
CCCCN1C(C(=O)Nc2ncccn2)=C(O)c2ccccc2S1(=O)=O	-4%	0%[57.1 µM]	0.8	-14	-11%	-13%[57.1 µM]	0%	3	1.4
CCOc1ccccc1NC(=O)C1=C(C)Nc2ncnn2C1c1cccs1 (centres undefined)	-11%	-8%[57.1 µM]	-0.3	/	-16%	4%[57.1 µM]	-3%	-1	-1.8
Cc1ccc(S(=O)(=O)N2CCN(CCO)CC2)cc1-c1nnc2c3ccccc3c(C)nn12	6%	6%	/	/	-7%	18%	2%	/	/
Cc1ccc(NC(=O)CN2CCc3cc4c(cc3C2C)OCCCO4)cc1C (centres undefined)	-15%	-6%	-0.4	-1	-11%	-5%	10%	-5	0.0
O=C(CNc1cc(S(=O)(=O)N2CCOCC2)ccc1NCC1CCCO1)Nc1ccc(F)c(F)c1 (centres undefined)	5%	-6%	-0.2	-13	-17%	3%	5%	-2	-0.5
CCNc1nc(NCC)n2c(SCC(=O)c3ccccc3Cl)nnc2n1	1%	10%	-0.3	/	-16%	4%	-1%	1	/
Cc1ccccc1NC(=O)c1ccc(F)c(S(=O)(=O)NCC2CCCO2)c1 (centres undefined)	-9%	0%	0.1	11	-14%	2%	-9%	-4	0.3
FC(F)(F)c1cccc(Sc2cc(C(F)(F)F)nc(-c3ccccn3)n2)c1	5%	-5%	-0.5	-20	-23%	-2%	-4%	7	-0.5
O=C(Nc1ccon1)c1cc2ccccc2oc1=O	8%	-4%	0.0	-23	-3%	-13%	0%	20	0.4
CC(C)(C)C1CCc2c(sc(NC(=O)c3cccs3)c2C(N)=O)C1 (centres undefined)	4%	58%[activator]	-0.3	24	4%	9%	1%	-4	0.0
CCCCNC(=O)CSc1nc2ccc(N3CCOCC3)cc2c(=O)n1CCc1ccccc1	3%	5%	-0.4	-9	-11%	6%	3%	-2	-0.5
O=C(c1cccc(NS(=O)(=O)c2ccc(F)cc2)c1)N1CCN(c2ccccc2)CC1	-1%	8%[57.1 µM]	-0.7	0	-7%	25%[57.1 µM]	3%	-2	-0.2
COc1cc(C(=O)Nc2cccc(-c3nc4cc(C)cc(C)c4o3)c2)cc(OC)c1OC	0%	12%[57.1 µM]	-0.1	11	-10%	14%[57.1 µM]	4%	5	0.1
COc1ccc(NC(=O)C(NS(=O)(=O)c2cccc3nsnc23)C(C)C)cc1OC (centres undefined)	1%	-1%	-0.2	/	?	11%	-2%	-5	1.0
CCN(CC)CCNC(=O)C(=O)Nc1cc2c3c(c1)CC(=O)N3CCC2	-4%	7%	-0.7	-8	-8%	32%	-3%	4	-0.6
CC/C(=N\NC(=O)c1ccoc1C)c1ccc(C)o1	1%	4%[57.1 µM]	0.2	10	-3%	1%[57.1 µM]	7%	0	1.3
Cc1oc(-c2ccc(Cl)cc2)[n+]([O-])c1C	2%	-1%[57.1 µM]	-0.2	4	-7%	-15%[57.1 µM]	-6%	-2	-0.6
CC(=O)c1ccc(NC(=O)C(Cc2ccccc2)n2cccc2)cc1 (centres undefined)	3%	6%	0.0	/	-15%	7%	-3%	0	/

The list goes on; the last 3 above are carried over.
SMILES	mIDH1 inhibitor	TrxR1 substrate	TRHR agonist	D2 antagonist	USP1-UAF1 inh	TrxR1 inh	Pin1 inhibitor	TRHR enhancer	D2 ag
CC/C(=N\NC(=O)c1ccoc1C)c1ccc(C)o1	1%	4%[57.1 µM]	0.2	10	-3%	1%[57.1 µM]	7%	0	1.3
Cc1oc(-c2ccc(Cl)cc2)[n+]([O-])c1C	2%	-1%[57.1 µM]	-0.2	4	-7%	-15%[57.1 µM]	-6%	-2	-0.6
CC(=O)c1ccc(NC(=O)C(Cc2ccccc2)n2cccc2)cc1 (centres undefined)	3%	6%	0.0	/	-15%	7%	-3%	0	/
COc1ccc(C(=O)NCc2nnc(SCC(=O)N3CCOCC3)o2)cc1OC	-8%	-1%	0.4	-8	-5%	15%	0%	8	0.3
O=C1COc2ccc(C(=O)COC(=O)Cc3ccc(Cl)cc3)cc2N1	-3%	-1%[57.1 µM]	1.3	-7	-17%	3%[57.1 µM]	4%	36*	-0.4
COC(=O)c1c(NC(=O)COc2ccccc2Cl)sc2c1CCC(C(C)(C)C)C2 (centres undefined)	0%	5%	-0.1	/	-23%	9%	0%	-1	/
CCSc1nnc(NC(=O)c2ccc(Br)s2)s1	29%	9%[57.1 µM]	-0.3	-11	1%	26%[57.1 µM]	-1%	-11	0.6
CC(C)Oc1ccc(CNC(=O)C2=Cc3ccccc3OC2)cc1	12%	0%[57.1 µM]	-0.1	/	-10%	17%[57.1 µM]	-3%	3	-1.0
COc1cccc(C2C(C(=O)Nc3nc4ccccc4s3)=C(C)NC3=C2C(=O)CC(C)(C)C3)c1OC (centres undefined)	1%	536%[activator]	1.1	-22	3%	-17%	2%	3	-0.1
NNC(=O)c1ccc(CSc2n[nH]c(=O)[nH]c2=O)cc1	6%	9%	-0.4	-16	-13%	21%	-3%	2	0.1
CCN1CCCC1CNC(=O)C(=O)NC(C)C (centres undefined)	1%	4%[57.1 µM]	0.4	2	1%	13%[57.1 µM]	6%	-4	0.4
CCCCN(CC)Cc1ccc(CNC(=S)Nc2ccc(C)cc2Cl)o1	29%	1%	-0.4	-9	-7%	?	0%	-9	0.4
COc1ccccc1CNC(=O)CN(C)CC(=O)Nc1cccc(F)c1	6%	6%	0.2	-11	-13%	19%	1%	0	0.0
CCn1c(COc2ccc(Cl)cc2)nnc1SC1CCc2ccccc2C1=O (centres undefined)	10%	-16%	-1.7	6	-11%	-18%	0%	-1	-0.2
CN(Cc1cccs1)c1ncnc2sccc12	9%	0%	-0.8	-19	-8%	-6%	-3%	0	0.3
CC(=O)Nc1ccc(C=NNc2ccc([N+](=O)[O-])cn2)cc1	1%	-14%	/	/	-19%	-15%	6%	/	/
CCN(Cc1ccc2c(c1)OCCO2)S(=O)(=O)c1ccc(NC(C)=O)cc1	-2%	-3%	-0.2	-17	-9%	10%	?	27	0.0
COc1ccc(C(C(=O)NCC2CCCO2)N(C(=O)Cn2nnc3ccccc32)c2ccc(NC(C)=O)cc2)cc1OC (centres undefined)	-9%	5%[57.1 µM]	-0.7	-1	-6%	6%[57.1 µM]	-3%	6	-1.2
COc1ccc(CNC(=O)Cn2nnc3ccccc3c2=O)cc1	-1%	7%	0.0	-5	-22%	23%	-3%	3	-0.3
CC1CCCCN1C(=O)c1cc2c(=O)n3ccccc3nc2s1 (centres undefined)	-4%	173%[activator]	0.3	15	-20%	18%	-1%	9	0.1
CCOC(=O)N1CCN(c2c(NCCc3ccccc3)c(=O)c2=O)CC1	-5%	1%	0.7	3	-16%	-8%	-1%	-5	0.2
COC/C=C/C1=CC2=CC(=O)C(C)(OC(=O)c3cnc4ccccc4n3)C(=O)C2=CN1CCOC (centres undefined)	-8%	-4%[57.1 µM]	/	/	?	-5%[57.1 µM]	-13%	/	/
CCCn1c2ccccc2c2nnc(SCC(=O)Nc3cc(C)on3)nc21	-1%	-9%	-1.0	9	7%	-21%	0%	9	-0.3
O=C(CC1OC(=O)c2ccccc21)Nc1cccc(S(=O)(=O)N2CCCCCC2)c1 (centres undefined)	-3%	-7%	-0.3	-9	-10%	-10%	22%	-4	0.1
CC1(C)Cc2c(C#N)c(OCC(=O)c3ccccc3)nc(-c3ccoc3)c2CO1	-3%	-4%	-0.5	-4	0%	50µM*	6%	8	0.7
COCCCNC(=S)N1CCCN(c2nc3cc(C)c(C)cc3cc2C#N)CC1	0%	15%	-1.2	-17	-10%	16%	-6%	2	-0.5
